# SNCA expr inhib = Primary qHTS assay for inhibitors of alpha-synuclein gene (SNCA) expression; Potency, µM (series often up to 57.2 µM), inactives show at the top dose activity change, negative = inhibition, most hits filed as inhibitors; actives 0.17% (n = 140,000); HEK-293 SNCA-luciferase knock-in, luminescence, 24 h; AID 1671194, 2021;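 further: potency means the concentration at half of the fitted maximal effect; plate controls were DMSO cells for no effect and cell-free wells for full effect; nearly all actives have a fitted effect of over 45% in size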
# GPT2 inhibitor = Primary qHTS assay for inhibitors of Glutamate pyruvate transaminase 2 (GPT2); Alanine aminotransferase 2 (Homo sapiens), Q8TD30; Recombinant GPT2, coupled pyruvate oxidase/HRP Amplex Red fluorescence; Potency, µM (top dose mostly 57.7 µM), for the others: top-dose activity change, negative = inhibition, hits mostly inhibitors; actives 0.25% (n = 100,000); further: potency means the concentration at half of the fitted maximal effect; nearly all actives have a fitted effect of over 60% in size; many of its hits are not listed in these tables
# Target sequence (Q8TD30 whole entry, looked up): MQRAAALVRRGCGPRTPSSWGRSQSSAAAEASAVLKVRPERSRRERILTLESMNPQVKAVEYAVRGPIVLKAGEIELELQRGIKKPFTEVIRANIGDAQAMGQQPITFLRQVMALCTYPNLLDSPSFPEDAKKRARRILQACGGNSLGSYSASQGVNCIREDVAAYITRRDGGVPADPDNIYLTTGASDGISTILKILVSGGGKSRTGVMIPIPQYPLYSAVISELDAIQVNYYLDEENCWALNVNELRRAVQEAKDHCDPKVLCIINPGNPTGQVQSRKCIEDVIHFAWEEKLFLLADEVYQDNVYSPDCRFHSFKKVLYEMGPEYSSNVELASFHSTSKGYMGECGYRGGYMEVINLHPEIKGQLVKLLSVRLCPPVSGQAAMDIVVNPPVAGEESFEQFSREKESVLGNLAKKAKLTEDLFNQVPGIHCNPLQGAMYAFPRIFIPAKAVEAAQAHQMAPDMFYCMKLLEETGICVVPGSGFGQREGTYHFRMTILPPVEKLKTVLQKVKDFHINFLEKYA
#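 GPT2 10ng/uL, a-KG 250uM, L-Ala 2mM, HEPES pH7.5 + 0.0001% Tween; 30 min RT. Then Amplex mix (PO/HRP/ThPP), 30 min RT dark, fluorescence. AOA 50uM used as positive control.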
# IP6K1 inh = Primary qHTS assay for small molecule inhibitors of Inositol hexaphosphate kinase 1 (IP6K1); Inositol hexakisphosphate kinase 1 (Homo sapiens), Q92551; IP6K1 kinase, ADP-Glo luminescence, 2 h; active compounds read low; activity change, % (series mostly up to about 58 µM); actives 0.81% (n = 140,000); in the data active means activity change below about -25%
#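 ADP-Glo luminescence measures ADP made by human IP6K1 during a 2 h RT reaction with ATP/IP6 (mix at 1.3 mM/130 uM); top library doses 57.5 and 19.1 uM final.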
# NIH3T3 tox = Cytotoxic Profiling in NIH 3T3 Cell Line of Diverse Libraries Using Quantitative High-Throughput Screening; NIH 3T3 viability, CellTiter-Glo ATP luminescence, 48-72 h; Potency, µM (titrated, usually from 96.7 µM), inactives show at the highest dose activity change, negative = cytotoxicity, most hits filed as inhibitors; actives 4.3% (n = 94,000); AID 1345082, 2018; further: potency means the concentration at half of the fitted maximal effect; nearly all actives have a fitted effect of over 55% in size
#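 Cytotoxicity is measured as loss of cellular ATP: NIH 3T3 cells (400/well) are exposed to compound for 48 or 72 hr at 37 °C, then CellTiter-Glo luminescence is imaged after 10 min at room temperature.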
# HEK293 viab = GF-AFC viability counterscreen for inhibitors of alpha-synuclein gene (SNCA) expression; HEK-293-SNCA-luc viability, GF-AFC fluorescence, 24 h; Potency, µM (titrated, usually from 57.1 µM), for inactives: at the top dose activity change, negative = cytotoxicity, most hits filed as cytotoxic; actives 0.12% (n = 150,000);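 further: potency means the concentration at half of the fitted maximal effect; 0% = DMSO-treated cells and -100% = medium-only wells without cells; nearly all actives have a fitted effect of over 30% in size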
#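 HEK-293-SNCA-luc cells (1500/well) plated 24 h, then exposed 24 h to a dilution series; GF-AFC added 30 min at 37C, fluorescence 405/540 nm; normalised to medium-only and DMSO wells, Hill fit.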
# FLuc inh = Firefly luciferase inhibition profiling of diverse chemical library using quantitative high-throughput screening; Potency, µM (highest dose often 115 µM), without a hit: top-dose activity change, negative = inhibition, actives largely listed as inhibitors; actives 2.5% (n = 76,000); purified P. pyralis luciferase, luminescence, biochemical; further: potency means the concentration at half of the fitted maximal effect; nearly all actives have a fitted effect of over 65% in size
# Target sequence (P08659 whole entry, looked up): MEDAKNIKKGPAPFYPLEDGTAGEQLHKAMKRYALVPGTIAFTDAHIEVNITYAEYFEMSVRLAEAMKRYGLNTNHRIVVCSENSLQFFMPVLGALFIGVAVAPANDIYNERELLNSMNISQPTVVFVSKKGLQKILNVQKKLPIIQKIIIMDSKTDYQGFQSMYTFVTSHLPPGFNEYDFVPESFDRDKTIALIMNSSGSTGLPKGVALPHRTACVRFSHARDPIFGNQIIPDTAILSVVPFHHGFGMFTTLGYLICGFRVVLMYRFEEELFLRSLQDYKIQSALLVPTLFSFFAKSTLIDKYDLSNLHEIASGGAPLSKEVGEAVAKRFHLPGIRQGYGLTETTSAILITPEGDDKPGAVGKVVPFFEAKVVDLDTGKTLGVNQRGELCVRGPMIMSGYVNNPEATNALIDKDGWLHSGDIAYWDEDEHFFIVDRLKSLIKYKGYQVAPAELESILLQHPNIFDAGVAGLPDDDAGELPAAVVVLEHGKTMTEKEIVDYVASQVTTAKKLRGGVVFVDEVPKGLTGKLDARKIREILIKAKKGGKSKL
#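 Cell-free enzyme assay, 10nM P. pyralis luciferase, luciferin and ATP each at 10uM. Inhibition profiled over a 6-point titration, read as luminescence.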
# HEK cytotox = Cytotoxic Profiling in HEK 293 Cell Line of Diverse Libraries Using Quantitative High-Throughput Screening; HEK 293 viability, ATP luminescence (CellTiter-Glo), 48-72 h; Potency, µM (titrated, usually from 115 µM), without a hit: top-dose activity change, negative = cytotoxicity, hits mostly inhibitors; actives 6.6% (n = 94,000); AID 1345083, 2018; further: potency means the concentration at half of the fitted maximal effect; nearly all actives have a fitted effect of over 60% in size
#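 Cells seeded first (HEK 293, 250 cells/well), then compound added by pintool. Incubation ran 48 or 72 hr at 37 degree Celsius. CellTiter-Glo was added and luminescence imaged after 10 min at room temperature.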
# The depositor's hits bear a star; i = inactive; ? = inconclusive; / = no result given; [ ] = remark or other dose. Unless noted, the call rests on the fitted dose curve; in most records, active means well fitted curve in the direction sought with a large enough effect; inconclusive means small, poorly fitted or top-dose-only effect, or another doubt; inactive means no such curve, though single readings can be large; an effect the other way counts as inactive or inconclusive. Unless noted, on the % scale 0 is the no-effect control and ±100 the full control effect. Only part of the results is shown; count on the stated rates, not on these rows.
SMILES,SNCA expr inhib,GPT2 inhibitor,IP6K1 inh,NIH3T3 tox,HEK293 viab,FLuc inh,HEK cytotox
C=C1[C@@H]2[C@H]3OC(=O)C(=C)[C@@H]3CC[C@@](C)(O)[C@@H]2C[C@@H]1O[C@@H]1O[C@H](CO)[C@@H](O)[C@H](O)[C@H]1O,/,2%[27.3 µM],-2,/,2%[23.9 µM],/,/
Cc1sc2cc(C(=O)NC(C)(C)C)[nH]c2c1CN1CCCCC1,4%,i,37,-1%,4%,5%,-2%
COc1ccc(S(=O)(=O)NC(C)(C)CO)cc1-c1nnc2c3ccccc3c(C)nn12,47%,/,-10,/,6%,/,/
Cc1ccc(Nc2c3c(nc4nc(-c5cccs5)nn24)CCCC3)cc1F,64%[activator],/,34,/,6%,/,/
Cn1ncc2c(C(=O)N3CCN(c4ncccn4)CC3)cc(-c3ccccc3C(F)(F)F)nc21,/,/,1,-29%,/,/,?
O=S(=O)(c1ccc(F)cc1)N1CCC2(CC1)CC(OCC1CC1)CCO2 (configuration not stated),?,-2%,-15,?,-7%[12.5 µM],-5%,?
COc1ccc(-c2cn3cc(C(=O)NCc4cccc(C(F)(F)F)c4)nc3s2)cc1,36%[activator],?,2,?,-5%,/,35µM*
CCC1CCCCN1CCCNC(=O)c1ccc2c(c1)N(Cc1ccccc1)C(=O)c1ccccc1S2(=O)=O (configuration not stated),-7%,/,12,/,-1%,/,/
CCc1cnc2c(c1SCC(=O)NCc1ccccc1)c(=O)n(C)c(=O)n2C,40%[activator],/,12,/,8%,/,/
Cc1ccc(N2C(=O)c3n[nH]c(C)c3C2c2ccccc2Cl)cc1 (configuration not stated),3%,/,0,/,-18%,/,/
COCC(=O)NC1CCN(c2ccc(C)cc2)C1=O (configuration not stated),1%,-3%,3,i,12%,-4%,9%
Cc1c(Cl)cccc1NC(=O)CSc1ncc(S(=O)(=O)c2ccc(C(C)C)cc2)c(=O)[nH]1,-4%,/,-5,/,-4%,/,/
O=C(NCc1ccccn1)c1ccc2nnc(-c3ccoc3)n2c1,-11%[87.6 µM],i,6,-31%[138 µM],6%[87.6 µM],/,i
CC(CCc1ccccc1)NC(=O)C1CN(C2CCCCC2)C(=O)N1 (configuration not stated),?,i,-1,?,-6%[12.5 µM],/,?
Cn1cccc1C(=O)N1CC[C@@H]2NC(=O)[C@H]3C[C@H](NC(=O)C4CC4)CN3C(=O)[C@H]21,2%[87.6 µM],-17%[88.5 µM],-8,i,3%[87.6 µM],-3%[172 µM],i
COc1ccc(NC(=O)c2nnn(CC(=O)Nc3cc(C)cc(C)c3)c2N)c(OC)c1,-17%,/,-2,/,2%,/,/
O=C(Cc1cccc(Cl)c1)N1CCC2(CC1)Cc1ccccc1NC2=O,18%,i,-7,-8%,-8%,-6%,2%
CCOCCCNC(=O)C1(CCO)CC12CCOCC2 (configuration not stated),44%[activator],-13%,1,5%,10%,3%,5%
COc1ccccc1-c1cn2c(n1)CO[C@@H](CNCc1ccc(F)c(F)c1)C2,-26%[87.6 µM],3%[88.5 µM],-2,?,-11%[87.6 µM],5%[172 µM],?
Cn1nc(C(=O)NCC(=O)N2CCCCCNC(=O)CC2c2ccccc2)c2ccccc21 (configuration not stated),-3%,i,-13,i,3%,7%,i
Cc1ccc(N2CCN(C(=O)c3cn(C)c4ccc(S(=O)(=O)N5CCC(C)CC5)cc4c3=O)CC2C)cc1 (configuration not stated),19%,/,40,/,4%,/,/
CCN(C(=O)Cn1cccc1-c1nc(-c2ccc(OC)c(F)c2)no1)c1cccc(C)c1,103%[activator],i,10,?,-25%,-20%,?
CCc1ccc(C(=O)Nc2cccc(-c3nnc4n3CCCC4)c2)cc1,6%,2%,10,?,-7%,22µM*,?
O=C(CCc1c[nH]c2ccccc12)NC1CCCc2c1[nH]c1ccc(F)cc21 (configuration not stated),-12%,0%,-2,40µM*,-18%,3%,?
CN(Cc1cccnc1)C1CN(C(=O)c2ccc3ccccc3n2)C1,45%[activator],-3%,1,-1%,-9%,?,-2%

# 9 structures out of the list, arranged by molecular weight, smallest number first.
SMILES,SNCA expr inhib,GPT2 inhibitor,IP6K1 inh,NIH3T3 tox,HEK293 viab,FLuc inh,HEK cytotox
Cc1ccc(N2C(=O)c3n[nH]c(C)c3C2c2ccccc2Cl)cc1 (configuration not stated),3%,/,0,/,-18%,/,/
O=C(CCc1c[nH]c2ccccc12)NC1CCCc2c1[nH]c1ccc(F)cc21 (configuration not stated),-12%,0%,-2,40µM*,-18%,3%,?
O=S(=O)(c1ccc(F)cc1)N1CCC2(CC1)CC(OCC1CC1)CCO2 (configuration not stated),?,-2%,-15,?,-7%[12.5 µM],-5%,?
COc1ccccc1-c1cn2c(n1)CO[C@@H](CNCc1ccc(F)c(F)c1)C2,-26%[87.6 µM],3%[88.5 µM],-2,?,-11%[87.6 µM],5%[172 µM],?
Cn1cccc1C(=O)N1CC[C@@H]2NC(=O)[C@H]3C[C@H](NC(=O)C4CC4)CN3C(=O)[C@H]21,2%[87.6 µM],-17%[88.5 µM],-8,i,3%[87.6 µM],-3%[172 µM],i
COc1ccc(-c2cn3cc(C(=O)NCc4cccc(C(F)(F)F)c4)nc3s2)cc1,36%[activator],?,2,?,-5%,/,35µM*
CCN(C(=O)Cn1cccc1-c1nc(-c2ccc(OC)c(F)c2)no1)c1cccc(C)c1,103%[activator],i,10,?,-25%,-20%,?
COc1ccc(S(=O)(=O)NC(C)(C)CO)cc1-c1nnc2c3ccccc3c(C)nn12,47%,/,-10,/,6%,/,/
CCC1CCCCN1CCCNC(=O)c1ccc2c(c1)N(Cc1ccccc1)C(=O)c1ccccc1S2(=O)=O (configuration not stated),-7%,/,12,/,-1%,/,/

# Two compounds from above, reduced to SNCA expr inhib, IP6K1 inh and HEK cytotox.
Compound,SNCA expr inhib,IP6K1 inh,HEK cytotox
Cc1c(Cl)cccc1NC(=O)CSc1ncc(S(=O)(=O)c2ccc(C(C)C)cc2)c(=O)[nH]1,-4%,-5,/
Cn1cccc1C(=O)N1CC[C@@H]2NC(=O)[C@H]3C[C@H](NC(=O)C4CC4)CN3C(=O)[C@H]21,2%[87.6 µM],-8,i

# (continued)
SMILES,SNCA expr inhib,GPT2 inhibitor,IP6K1 inh,NIH3T3 tox,HEK293 viab,FLuc inh,HEK cytotox
COc1ccc(-c2cc(C(=O)N3CCCC(C)C3)c3cnn(C)c3n2)cc1 (configuration not stated),/,/,-12,?,/,/,?
O=C(NCCc1cccs1)C1CCCN(c2cnn(Cc3ccccc3)c(=O)c2)C1 (configuration not stated),14%,i,15,?,3%,-6%,-15%
CC(=O)N1c2nc(C(C)C)nn2C2(CCCCC2)[C@@H]2CCCC[C@@H]21,-17%,/,-6,/,?,/,/
COc1ccc(NC(=O)CSc2ncc3c(n2)-c2ccccc2N(Cc2ccc(C)cc2)S3(=O)=O)cc1Cl,6%,/,-9,/,-6%,/,/
Cc1ccc(Cn2c(C3CCN(C(=O)Cc4cccs4)CC3)n[nH]c2=O)cc1,-6%,3%,16,?,5%,8%,-7%
COc1cncc(CN2CCc3ncc(C(=O)Nc4ccccc4)n3CC2)c1,18%[87.6 µM],i,1,?,-8%[87.6 µM],-3%[172 µM],i
CC(=O)N1CCC(C(=O)N[C@H]2CCN3C(=O)N(c4ccc(OC(F)(F)F)cc4)C(=O)[C@@H]3C2)CC1,29%,-30%,5,-11%,4%,-4%,-12%
Cc1cccc2nc(C(=O)N3CCn4nc(Cc5ccccc5)cc4C3)cn12,18%,1%,-15,?,-1%,9%,45µM*
COc1ccc(CCC(=O)N2CCCN(c3cc(-c4ccc(OC)cc4)[nH]n3)CC2)cc1,4%,?,1,-17%,-20%,-15%,?
c1cc(-c2ccco2)cc(-c2nc(C3CCOC3)no2)c1 (configuration not stated),26%,-15%,-3,?,-6%,45µM*,-9%
CC(=O)N[C@H]1CC[C@]2(C)CC[C@@H]([C@H](C)C(=O)NCc3cccs3)[C@H](O)[C@H]2[C@@H]1C,3%[87.6 µM],i,-6,?,-2%[87.6 µM],-19%[172 µM],-19%[172 µM]
CC(C)c1nc(CNC(=O)c2ccc(N(C)C)nc2)no1,120%[activator],-1%,37,i,-5%,-14%,5%
COc1cccc(OCC2CN(Cc3cccc(C(F)(F)F)c3)C(=O)c3c(ccnc3-c3ccc(OCC(=O)O)cc3)O2)c1OC (configuration not stated),38%[activator],-16%,-3,?,2%,45µM*,5%
O=C([C@H]1C[C@H](Oc2cccnc2)CN1C(=O)Nc1ccccc1)N1CCOCC1,60%[activator],-8%,8,-10%,-10%,-1%,-9%
CC(C)C[C@@H]1N[C@H](C(=O)NCC2CC2)Cc2cn(Cc3ccccn3)c3cccc1c23,?,i,2,40µM*,?,0%[172 µM],45µM*
Cc1oc2ncn(CC(C)C)c(=O)c2c1C(=O)NCCCN(C)Cc1ccccc1,-9%,/,41,/,-18%,/,/
O=c1cc(-c2ccccc2)n2c(SCc3ccc(Cl)cc3)nnc2[nH]1,?,/,-12,/,2%,/,/
CCN(CC)c1nc2ccccc2nc1C(=O)Nc1ccc(C(C)=O)cc1,-27%,/,4,/,?,/,/
CN1C(=O)C2(c3ccccc31)N(c1ccccc1)C(=O)CS2(=O)=O (configuration not stated),6%,/,17,/,6%,/,/
COc1cccc(C(=O)N2CCC3(CC2)CC(N(Cc2ccccc2)C2CC2)CCO3)c1 (configuration not stated),-2%,i,-8,?,-12%,4%,?
O=[S+]([O-])(NC1CCCN(c2ccc3nnc(C4CC4)n3n2)C1)c1cccc(C(F)(F)F)c1 (configuration not stated),/,/,11,5.6µM*,/,/,?
COC(=O)CNC(=O)C1c2ccccc2C(=O)N(C2CCCC2)C12CCCCC2 (configuration not stated),9%,i,5,-30%,-9%,0%,-29%
COc1ccc(CNC(=O)[C@@H]2CCC[C@@H](NCc3cccnc3)CN(C)C(=O)C2)cc1,6%[87.6 µM],i,12,-3%[138 µM],6%[87.6 µM],-2%[172 µM],-1%[172 µM]
CN1CCC2(CC1)CCN(Cc1ccc(OCC(O)CN3CCCCC3)cc1)C2 (configuration not stated),-18%,3%,-4,?,?,1%,?
O=C(Nc1ccccc1Br)C(Cc1ccccc1)NS(=O)(=O)c1cccc2nsnc12 (configuration not stated),4%,/,32,/,-1%,/,/
COC(=O)c1ccccc1NC(=O)N(Cc1ccc(C)cc1)Cc1cccn1-c1nnc(N2CCCC2=O)s1,6%,/,-6,/,?,/,/

# From PubChem BioAssay
